Screening results as filed in PubChem.
PAX8 inh HTS: inhibitors of PAX8-driven TPO luciferase reporter, primary screen, RMG-I cells, single concentration; SteadyGlo, 24 h; inhibition, % at 12.6 µM; 1.2% of 360,000 active; AID 652154, 2013;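 active = mean replicate inhibition at least 60% with every replicate also reaching 60%; inconclusive = only one of the two criteria is met; inactive = mean below 60% and not all replicates reaching 60%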;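 note: luciferase light reporting Pax8 driven TPO promoter activity; plate controls were median of neutral control wells for no effect and mitoxantrone controls for full effect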
LGR2 inh: inhibitors of bursicon-induced LGR2 CRE-luciferase signal, primary screen, cell-based, HEK293, CRE-luciferase reporter, bursicon stimulation. bursicon-stimulated, 4 h. 0.35% of 380,000 active. inhibition, % at 9.99 µM;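 active = drop in luminescence signal, shown as inhibition above about 50% in the replicate tests, limit read from the data, passing the limit was not always enough; inconclusive = probably only some replicates passing the limit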;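 note: agonist challenge used bursicon conditioned medium at about half maximal strength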
EWS-Fli block: EWS/Fli-driven NR0B1 reporter inhibitors, primary screen, A673 cells, NR0B1 luciferase, luminescence, MLPCN library; viability-normalised; inhibition, % at 12.6 µM; 0.67% of 350,000 active; AID 651661, 2012;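 active = mean inhibition of at least 50% after viability correction, with every replicate also passing that limit; inconclusive = mean reaches 50% but only one of two replicates passes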;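 note: firefly luciferase signal divided by Alamar Blue viability fluorescence both relative to DMSO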
Casp6 inh: human caspase-6 inhibitors, primary screen, biochemical, VEID-R110 fluorescence, single point, set 2; P55212; purified caspase-6, Z-VEID-R110 cleavage fluorescence; inhibition, % at 12.5 µM; 0.53% of 350,000 active; AID 686996, 2013;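 active = mean inhibition across replicates at least about 35%, with every replicate also reaching that limit, limit read from the data; inconclusive = only one of the two criteria met; inactive = neither criterion met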;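 note: 0% = median of neutral control wells and 100% = no fluorescence left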
Target sequence (P55212 24-179 limits assumed): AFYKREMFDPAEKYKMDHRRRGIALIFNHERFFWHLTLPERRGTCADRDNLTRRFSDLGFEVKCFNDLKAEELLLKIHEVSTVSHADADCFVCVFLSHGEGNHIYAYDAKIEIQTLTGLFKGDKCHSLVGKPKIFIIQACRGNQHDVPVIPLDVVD
Target sequence (P55212 194-293 limits assumed): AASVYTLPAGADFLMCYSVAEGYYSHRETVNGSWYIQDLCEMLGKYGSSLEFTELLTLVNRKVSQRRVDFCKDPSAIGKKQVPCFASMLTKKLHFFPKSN
DENV2 CPE: inhibitors of DENV2 cytopathic effect, primary screen, cell-based, plate reader, single concentration; DENV2-infected cells, cytopathic effect rescue; CPE inhibition, % at 9.99 µM; 1.7% of 350,000 active; in the data active = CPE inhibition above about 20%, passing the limit was not always enough; inconclusive = no clear call, values can overlap the other calls; tested in BHK-21 cells;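 note: 0% = median of neutral control wells and 100% = median of positive control wells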
ARNT TACC3 PPI: disruptors of ARNT/TACC3 protein interaction, primary screen, biochemical, AlphaScreen, single concentration; Transforming acidic coiled-coil-containing protein 3 (Homo sapiens), Q9Y6A5; AlphaScreen His-ARNT PAS-B/GST-TACC3 binding, luminescence; TACC3 fragment carries E629A point mutation; inhibition, % at 9.99 µM; 0.66% of 390,000 active; AID 623870, 2012;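 active = mean inhibition of replicates at least 50% and at least half of replicates each reaching 50%; inconclusive = half or more replicates reach 50% but mean below 50%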;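 note: 0% = complete ARNT plus TACC3 wells and 100% = ARNT alone without TACC3; many hits fall short of the cut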
SIRT5 inh: SIRT5 desuccinylase inhibitors, primary screen, biochemical, fluorescence imaging, single point, set 5 | NAD-dependent protein deacylase sirtuin-5, mitochondrial (Homo sapiens), Q9NXA8 | Purified SirT5, succinyl-peptide AMC, trypsin-coupled fluorescence | inhibition, % at 15 µM | 1.1% of 330,000 active | AID 652115, 2013; in the data active = inhibition above about 15%; inconclusive = no clear call, values can overlap the other calls
Target sequence (Q9NXA8 whole entry, looked up): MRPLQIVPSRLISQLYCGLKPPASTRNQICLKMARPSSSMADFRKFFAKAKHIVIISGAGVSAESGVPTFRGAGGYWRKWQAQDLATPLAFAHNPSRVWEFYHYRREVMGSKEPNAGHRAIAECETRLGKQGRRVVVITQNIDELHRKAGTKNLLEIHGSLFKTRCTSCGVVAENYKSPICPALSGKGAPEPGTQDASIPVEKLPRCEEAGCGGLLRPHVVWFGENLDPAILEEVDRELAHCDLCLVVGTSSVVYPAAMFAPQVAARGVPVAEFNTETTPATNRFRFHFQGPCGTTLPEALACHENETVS
Numbers without * were called inactive; ? = inconclusive; . = no result given.

1. CSc1ccc(Cn2c(C)c(C(=O)NCc3ccc(Cl)c(Cl)c3)sc2=O)cc1
2. CC(Nc1nc(N2CCOCC2)nc2ccccc12)c1ccccc1 (stereo unspecified)
3. CCC1CCCCN1CCCNC(=O)CCC(=O)N1CC(C)Oc2ccccc21 (stereo unspecified)
4. CNC(=O)NC(=O)C(NC1CCCc2ccccc21)c1ccccc1 (stereo unspecified)
5. COC(=O)C(NC(=O)C(C)Oc1ccccc1)C(C)C (stereo unspecified)
6. CCN(CC)C(=O)c1[nH]cnc1C(=O)Nc1cccc(C)c1
7. COc1ccc(S(=O)(=O)N(C)C[C@@H]2Oc3c(cccc3N(C)C)C(=O)N([C@H](C)CO)C[C@@H]2C)cc1
8. COc1ccc(Cn2nnnc2CN(Cc2cc3cccc(C)c3[nH]c2=O)C2CCCC2)cc1
9. Cc1cccc(C(=O)Nc2ncc(CN3CCOCC3)s2)c1
10. COc1ccc(CN2CCn3nc(C(=O)NC(C)C)cc3C2=O)cc1

compound no.	1	2	3	4	5	6	7	8	9	10
PAX8 inh HTS	23.7	4.5	-12.2	24.5	.	-11.9	1.9	.	.	25.5
LGR2 inh	0.9	4.9	12.5	8.7	16.0	-1.7	-5.7	-0.5	4.6	-22.6
EWS-Fli block	14.9	21.9	2.3	10.0	-1.3	13.3	.	10.4	-2.2	-2.9
Casp6 inh	-1.9	-2.2	25.8	2.4	8.1	8.8	0.5	-1.7	1.7	2.0
DENV2 CPE	-4.7	7.4	2.9	-2.4	-2.3	-4.0	-0.4	.	-4.4	0.2
ARNT TACC3 PPI	.	.	-3.0	2.7	-0.5	-1.3	-4.2	-4.9	-7.4	3.8
SIRT5 inh	.	0.3	-0.1	0.6	0.7	.	9.4	0.3	1.5	5.5

11. CCOc1ccc(C(=O)OCC(=O)Nc2ccc(SC(F)F)cc2)cc1OCC
12. CCCC(=O)Nc1ccc(N2CCN(C(=O)c3cc4ccccc4o3)CC2)cc1
13. O=C(NCc1cc(Cl)cc(Cl)c1)c1csc(COCCO)n1
14. C[C@@H]1CN([C@@H](C)CO)C(=O)c2cccc(NC(=O)c3cnccn3)c2O[C@@H]1CN(C)Cc1ccc(C(=O)O)cc1
15. CC(C)C#Cc1ccc2c(c1)O[C@H](CN(C)Cc1ccccn1)[C@H](C)CN([C@@H](C)CO)S2(=O)=O
16. CCC1Sc2ccc(S(=O)(=O)CCC(=O)NCc3ccc(C)o3)cc2NC1=O (stereo unspecified)
17. COc1ccc(S(=O)(=O)Nc2ccc3c(c2)C(=O)N([C@H](C)CO)C[C@@H](C)[C@@H](CN(C)C(=O)CCCN(C)C)OCCCC[C@H](C)O3)cc1
18. O=C(C[C@@H]1CC[C@@H]2[C@H](COC[C@@H](O)CN2C(=O)CCN2CCCCC2)O1)NCc1ccncc1
19. COc1cc2c(cc1OC)CN(C(=O)c1cc(S(=O)(=O)N3CCCCC3)ccc1Cl)CC2
20. COC(=O)/C(C#N)=C/c1c(Oc2cc(C)cc(C)c2)nc2ccccn2c1=O

compound no.	11	12	13	14	15	16	17	18	19	20
PAX8 inh HTS	18.4	8.6	18.4	.	11.8	-4.6	-8.1	-8.1	-3.7	6.6
LGR2 inh	-18.9	4.3	10.6	17.8	-5.9	-6.6	3.6	16.4	-24.7	4.6
EWS-Fli block	.	3.8	-0.6	-0.7	3.7	.	-15.6	-3.1	.	12.4
Casp6 inh	.	2.0	.	-0.9	3.0	23.7	-12.2	-1.7	-1.2	2.4
DENV2 CPE	.	2.9	-3.7	-12.8	-3.1	5.8	-6.2	-0.7	-1.5	15.8
ARNT TACC3 PPI	-10.8	-0.3	.	1.6	8.2	-0.1	-6.7	-1.7	8.5	.
SIRT5 inh	.	2.1	2.2	-0.7	3.2	0.9	-1.9	-0.5	-0.6	-1.2

4 records drawn at random from the list so far, as already listed:
17. COc1ccc(S(=O)(=O)Nc2ccc3c(c2)C(=O)N([C@H](C)CO)C[C@@H](C)[C@@H](CN(C)C(=O)CCCN(C)C)OCCCC[C@H](C)O3)cc1
11. CCOc1ccc(C(=O)OCC(=O)Nc2ccc(SC(F)F)cc2)cc1OCC
12. CCCC(=O)Nc1ccc(N2CCN(C(=O)c3cc4ccccc4o3)CC2)cc1
19. COc1cc2c(cc1OC)CN(C(=O)c1cc(S(=O)(=O)N3CCCCC3)ccc1Cl)CC2

compound no.	17	11	12	19
PAX8 inh HTS	-8.1	18.4	8.6	-3.7
LGR2 inh	3.6	-18.9	4.3	-24.7
EWS-Fli block	-15.6	.	3.8	.
Casp6 inh	-12.2	.	2.0	-1.2
DENV2 CPE	-6.2	.	2.9	-1.5
ARNT TACC3 PPI	-6.7	-10.8	-0.3	8.5
SIRT5 inh	-1.9	.	2.1	-0.6

Continuation:
21. O=C(NCc1ccc2c(c1)OCO2)c1nnc(Cc2ccc(F)cc2)o1
22. COc1ccc(C(=O)N2CCN(c3ccc(C)c(C)c3)CC2)cc1OC
23. Cc1c(Cc2ccccc2)c(=O)oc2cc(OCC(=O)NCC3CCC(C(=O)O)CC3)ccc12 (stereo unspecified)
24. O=S(=O)(Cc1ccc(Cl)cc1)N1CCN(Cc2ccc3c(c2)OCO3)CC1
25. Cc1ccc(S(=O)(=O)Nc2ccc3c(c2)C(=O)N([C@@H](C)CO)C[C@H](C)[C@@H](CN(C)S(=O)(=O)c2ccc(Cl)cc2)OCCCC[C@H](C)O3)cc1
26. CC(=O)N1[C@@H](CO)[C@@H]2c3ccccc3N(S(=O)(=O)c3ccccc3F)C[C@@H]21
27. O=C(Cn1nc(C(=O)O)c2ccccc2c1=O)Nc1ccc2c(c1)OCO2
28. CC(C)CN1CCC(C(=O)NC(c2ccc(F)cc2)c2ccc3ccccc3n2)CC1 (stereo unspecified)
29. Nc1cc(=O)nc(SCC(=O)Nc2ccccc2Cl)n1-c1ccccc1
30. O=C(Nc1cc(F)ccc1F)N1CC(=O)N2[C@H](CO)[C@@H](c3ccc(-c4ccccc4)cc3)[C@H]2C1

compound no.	21	22	23	24	25	26	27	28	29	30
PAX8 inh HTS	2.5	5.6	.	-8.4	53.3	-11.5	0.6	13.4	0.4	31.4
LGR2 inh	-8.3	10.2	-2.2	.	0.3	2.9	2.7	.	11.8	-8.1
EWS-Fli block	-4.2	-2.9	-1.5	4.5	21.4	-1.9	3.5	4.1	6.8	-2.4
Casp6 inh	-1.4	0.8	-0.5	0.2	.	2.2	4.9	-1.7	-0.7	1.9
DENV2 CPE	-3.7	-0.2	10.8	0.5	6.2	18.7	.	-2.9	7.9	?
ARNT TACC3 PPI	7.4	4.9	-6.0	-6.3	-1.5	3.9	-5.0	.	.	.
SIRT5 inh	.	.	.	-3.9	.	-2.0	-4.1	-4.4	-1.0	-8.2

One compound at a time, as listed above. Order of values: PAX8 inh HTS	LGR2 inh	EWS-Fli block	Casp6 inh	DENV2 CPE	ARNT TACC3 PPI	SIRT5 inh
Cc1c(Cc2ccccc2)c(=O)oc2cc(OCC(=O)NCC3CCC(C(=O)O)CC3)ccc12 (stereo unspecified) is listed with .	-2.2	-1.5	-0.5	10.8	-6.0	.
O=S(=O)(Cc1ccc(Cl)cc1)N1CCN(Cc2ccc3c(c2)OCO3)CC1 is listed with -8.4	.	4.5	0.2	0.5	-6.3	-3.9
COc1ccc(C(=O)N2CCN(c3ccc(C)c(C)c3)CC2)cc1OC is listed with 5.6	10.2	-2.9	0.8	-0.2	4.9	.

(further entries)
31. COc1ccc(-c2cn(CC[C@H]3CC[C@@H](NC(=O)CCN4CCCCC4)[C@@H](CO)O3)nn2)cc1
32. Cc1ccc(CC(=O)N2CCN(C(=O)C3CCCO3)CC2)cc1 (stereo unspecified)
33. Cc1cccc[n+]1CC(=O)Nc1ccc([N+](=O)[O-])cc1
34. O=C1CN(C(=O)COC(=O)CNC(=O)c2ccc(Cl)cc2)c2ccccc2N1
35. O=C(C[C@H]1CC[C@H]2[C@@H](COC[C@@H](O)CN2Cc2cccc(C(F)(F)F)c2)O1)NCc1ccc(F)cc1
36. COc1cccc(C#Cc2ccc([C@H]3[C@@H](C#N)N(C(=O)C4CC4)[C@@H]3CO)cc2)c1
37. O=C(NCCN1CCCC1)c1ccc2c(c1)N(Cc1ccccc1)C(=O)c1ccccc1S2(=O)=O
38. Cc1cc(C)c(C)c(S(=O)(=O)N2CCCN(C)CC2)c1C
39. CCCc1cc(=O)[nH]c(SCC(=O)NC(=O)c2ccccc2)n1
40. Cn1nc(-c2ccc(C(=O)N3CCN(Cc4ccccc4)CC3)cc2)c2ccccc2c1=O

compound no.	31	32	33	34	35	36	37	38	39	40
PAX8 inh HTS	-16.4	-14.0	31.6	12.4	11.1	6.0	-10.0	0.5	.	.
LGR2 inh	-2.3	0.2	12.4	-2.0	20.2	30.5	8.0	12.3	7.4	-28.3
EWS-Fli block	-0.2	.	8.7	-35.3	0.3	-12.8	0.2	4.5	11.6	.
Casp6 inh	-34.5	3.8	-6.2	-0.7	-0.9	-0.7	-4.8	-5.3	1.5	1.9
DENV2 CPE	0.7	0.8	0.1	9.2	110.7*	-4.7	2.1	?	5.1	.
ARNT TACC3 PPI	7.0	2.8	-0.3	-7.4	-4.3	0.7	5.3	-6.5	1.1	4.5
SIRT5 inh	-2.7	0.5	-0.6	.	1.6	0.2	-2.5	-1.3	-2.5	-2.6

41. Cn1c(=O)c2sccc2n2c(CCCC(=O)NCc3ccco3)nnc12
42. COCCN(Cc1nc2ccccc2c(=O)[nH]1)C(=O)COc1c(C)cc(Cl)cc1C
43. CO[C@@H]1CN(C)C(=O)c2ccc(NS(=O)(=O)c3cccc(Cl)c3)cc2OC[C@H](C)NC[C@H]1C
44. CC(C)CC#Cc1ccc2c(c1)O[C@H](CN(C)C(=O)C1CCCCC1)[C@H](C)CN([C@@H](C)CO)S2(=O)=O
45. CCN(C[C@H]1N[C@H](CO)[C@H]1c1ccccc1)C(=O)c1ccncc1
46. COCC#Cc1cnc2c(c1)C(=O)N([C@H](C)CO)C[C@@H](C)[C@H](CN(C)C(=O)Cc1ccncc1)O2
47. CC(CN1c2ccccc2Sc2ccccc21)N(C)C (stereo unspecified)
48. COc1ccc(C(=O)/C=C2\NCCc3cc(OC)c(OC)cc32)cc1OC
49. Cc1cccn2c(=O)nc(SCC(=O)N3CCC(C)CC3)nc12

compound no.	41	42	43	44	45	46	47	48	49
PAX8 inh HTS	8.8	-3.6	-8.6	.	5.1	.	-9.5	5.4	-2.7
LGR2 inh	-22.4	-0.5	-4.2	22.3	-10.0	-18.9	-19.4	-10.8	-3.6
EWS-Fli block	4.8	-10.6	0.5	6.2	-5.4	-2.5	-13.5	4.4	-0.8
Casp6 inh	8.9	-0.2	1.1	0.2	1.9	3.1	-7.7	29.6	-1.6
DENV2 CPE	4.4	-0.6	-2.7	6.6	-7.2	-2.4	-4.0	8.1	-1.7
ARNT TACC3 PPI	7.6	-9.1	-5.1	4.8	-8.9	0.3	5.9	21.0	-2.5
SIRT5 inh	-0.6	-6.5	-4.7	21.9*	1.3	2.4	-3.9	-7.0	-3.4
